Compound activity from PubChem.
DAX1 inh-1 = DAX1 (NR0B1) inhibition, primary screen; inhibition, % at 6.8 µM; AID 652010; 370,000 tested, 1.1% active; HEK293T StAR-luciferase reporter, SF-1/DAX-1 repression relief;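 active = inhibition above the mean over all tested compounds plus 3 SD, cut at about 3.6% in these data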;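 note: 0% = DAX-1 cells with DMSO and 100% = cells lacking DAX-1 with DMSO; higher inhibition means more luminescence from relief of DAX-1 repression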
HGIII-sPLA2 inh = Blocks human group III sPLA2 activity | QFRET BODIPY PC-A2 liposome hydrolysis, fluorescence | 370,000 tested, 0.56% active | inhibition, % at 12.2 µM | AID 743126;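 active = inhibition above mean plus 3 SD of compounds lying within the high and low control bounds, cut at about 19% in these data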;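 note: 0% = median of test compound wells and 100% = no enzyme DMSO wells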
Target sequence (Q9NZ20 whole entry, looked up): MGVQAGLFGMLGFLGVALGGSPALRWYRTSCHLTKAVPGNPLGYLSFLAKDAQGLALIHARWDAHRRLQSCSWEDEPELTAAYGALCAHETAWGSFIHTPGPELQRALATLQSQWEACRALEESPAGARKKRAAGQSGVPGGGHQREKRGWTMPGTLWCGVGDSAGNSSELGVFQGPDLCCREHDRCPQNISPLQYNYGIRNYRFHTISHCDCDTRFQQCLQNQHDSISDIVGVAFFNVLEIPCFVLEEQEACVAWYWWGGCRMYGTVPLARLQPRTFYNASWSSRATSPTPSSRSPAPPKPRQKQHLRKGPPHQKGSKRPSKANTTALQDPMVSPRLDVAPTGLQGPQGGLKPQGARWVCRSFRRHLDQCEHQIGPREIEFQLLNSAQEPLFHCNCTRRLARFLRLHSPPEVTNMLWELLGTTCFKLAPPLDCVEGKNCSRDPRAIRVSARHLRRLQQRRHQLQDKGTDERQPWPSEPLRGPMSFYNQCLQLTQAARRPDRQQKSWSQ
FXN GAA850 act = activators of GAA850 frataxin (FXN) promoter | HEK293 lucGAA850 FXN promoter luciferase reporter, 24 h; percent of 10 µM SAHA response | activation, % at 6 µM | 360,000 tested, 0.56% active;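 active = activation above the average of all compounds screened plus 3 SD, cutoff fixed separately per campaign, cut at about 7.5% in these data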;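 note: 0% = DMSO wells and 100% = 10 µM SAHA wells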
hcDAF12 agonist = activators of H. contortus DAF-12 nuclear receptor | HEK293 hcDAF-12 lit1-tk-luc reporter, luminescence; 0% DMSO, 100% Δ7-dafachronic acid | activation, % at 6.8 µM | 370,000 tested, 1.4% active | AID 652067;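 active = activation above the mean of all tested compounds plus 3 SD, cut at about 5.5% in these data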;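 note: 100% = response to 3 µM Δ7-dafachronic acid high control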
PLC-gamma1 inh = PLC-gamma1 (human) inhibition, primary screen. purified PLC-gamma1, fluorogenic substrate, fluorescence. inhibition, % at 12.2 µM. 370,000 tested, 0.84% active. AID 720700; in the data active = inhibition above about 9.5%
ADAM17 inh = ADAM17 inhibition, QFRET primary screen. AID 720648. inhibition, % at 6.95 µM. recombinant ADAM17, EDANS/DABCYL FRET peptide cleavage. P78536. 370,000 tested, 0.83% active;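 active = inhibition above the mean of compounds lying between control limits plus 3 SD, set per campaign, cut at about 8.5% in these data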;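 note: 0% = DMSO-only wells as the low control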
Target sequence (P78536 215-824 limits assumed): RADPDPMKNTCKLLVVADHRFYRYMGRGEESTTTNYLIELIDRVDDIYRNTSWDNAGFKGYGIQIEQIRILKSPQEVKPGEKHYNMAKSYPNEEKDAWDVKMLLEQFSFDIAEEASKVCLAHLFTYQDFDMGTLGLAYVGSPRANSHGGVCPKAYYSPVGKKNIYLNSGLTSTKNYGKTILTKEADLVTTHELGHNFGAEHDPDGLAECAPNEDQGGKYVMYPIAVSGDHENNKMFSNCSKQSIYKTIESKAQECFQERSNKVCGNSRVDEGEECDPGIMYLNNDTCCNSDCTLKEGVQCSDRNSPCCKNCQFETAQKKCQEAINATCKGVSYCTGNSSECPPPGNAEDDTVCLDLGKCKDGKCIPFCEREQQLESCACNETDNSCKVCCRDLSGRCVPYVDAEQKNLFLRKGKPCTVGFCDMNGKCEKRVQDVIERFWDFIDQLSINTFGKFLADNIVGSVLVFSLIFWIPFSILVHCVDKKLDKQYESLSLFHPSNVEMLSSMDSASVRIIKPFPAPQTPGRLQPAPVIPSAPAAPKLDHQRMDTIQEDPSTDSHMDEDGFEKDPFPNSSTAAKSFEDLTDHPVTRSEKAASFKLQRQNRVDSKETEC
DAX1 inh-2 = NR0B1 (DAX1) inhibition | P51843 | HEK293 Gal4-DAX1 luciferase reporter, luminescence | inhibition, % at 6.75 µM | 340,000 tested, 0.99% active | AID 504766;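 active = inhibition above the mean over all tested compounds plus 3 SD, cut at about 4.2% in these data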;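 note: 0% = DAX1-transfected cells with DMSO and 100% = empty-vector control cells with DMSO; inhibition shows as a rise in luminescence from relieved DAX1 repression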
ssDAF12 agonist = S. stercoralis DAF-12 activation, primary screen | HEK293 ssDAF-12/GRIP1 lit1-tk-luc reporter, luminescence; % of 3 µM dafachronic acid response | 370,000 tested, 1% active | activation, % at 6.8 µM;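 active = activation above the mean over all tested compounds plus 3 SD, cut at about 0.9% in these data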;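 note: 0% = DMSO-only wells and 100% = 3 µM delta7-dafachronic acid wells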
hgDAF12 agonist = hgDAF-12 agonism, primary luciferase screen; activation, % at 6.8 µM; HEK293 GAL4-hgDAF12 UAS-luciferase reporter, agonist luminescence; normalized to butyrate control; 370,000 tested, 1.8% active;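 active = activation above a cutoff set at the mean of all screened compounds plus 3 SD, cut at about 10% in these data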;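 note: 0% = DMSO wells and 100% = sodium butyrate wells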
PLC-beta3 inh = blocks human PLC-beta3 enzyme activity; Q01970; Purified PLC-beta3, fluorogenic substrate, fluorescence; inhibition, % at 12.2 µM; 370,000 tested, 0.18% active; in the data active = inhibition above about 11%;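 note: 0% = median of compound wells on plate and 100% = full blocker control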
ADAM10 inh = ADAM10 inhibition, QFRET primary screen; 370,000 tested, 0.62% active; recombinant ADAM10, EDANS/DABCYL FRET peptide cleavage, 3 h; inhibition, % at 7 µM; AID 720582; O14672;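 active = inhibition above a per-campaign cutoff equal to the mean of compounds falling between control-based bounds plus 3 SD, cut at about 20% in these data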;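 note: 0% = DMSO wells while the 100% control is not disclosed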
The depositor's hits bear a star; · = no result given. Not a hit list. Share with any hit: about 6.9%.

SMILES | DAX1 inh-1 | HGIII-sPLA2 inh | FXN GAA850 act | hcDAF12 agonist | PLC-gamma1 inh | ADAM17 inh | DAX1 inh-2 | ssDAF12 agonist | hgDAF12 agonist | PLC-beta3 inh | ADAM10 inh
COc1ccc(CCNC(=O)C2CCN(S(=O)(=O)N3CCCCC3)CC2)cc1OC | -1.2 | 4 | 1.8 | -2.4 | 0 | -2 | -1.1 | -1.5 | 1.1 | 3 | 0
CCC(C(=O)OCC(=O)N1CCN(S(=O)(=O)c2ccc(C)cc2C)CC1)c1ccccc1 (centres undefined) | -1.2 | -23 | -0.8 | -3.0 | 1 | 5 | -0.2 | -1.9 | -1.6 | 1 | 13
Cc1ccc(NC(=S)NNC(=O)CSc2nnc(SCc3cccc4ccccc34)s2)cc1 | 0.4 | -6 | · | -2.9 | -2 | 9.3* | · | -1.4 | 2.2 | -5 | 21*
COc1ccc(-c2ccc(CN3C(C(C)C)C(=O)N(Cc4cn(CCC5OCCCO5)nn4)CCS3(=O)=O)cc2)cn1 (centres undefined) | -0.6 | -12 | 2.3 | -1.4 | -2 | 2 | 0.6 | -0.6 | 1.5 | 0 | -5
CCOCCn1c(SCc2ccccc2)nc2c1c(=O)[nH]c(=O)n2C | -0.4 | -4 | 0.9 | -1.7 | 1 | -1 | -1.3 | -1.0 | -0.9 | 1 | -11
O=c1c2ccccc2nc(N2CCN(c3ccccc3)CC2)n1Cc1ccccc1 | -0.5 | 6 | 1.0 | 0.0 | 1 | 0 | -0.4 | -1.2 | 0.8 | -3 | -7
CCOc1ccc(/C=C/C(=O)CCC(=O)O)cc1 | 2.6 | 2 | -3.0 | 0.9 | 1 | 0 | 5.8* | -1.8 | 2.8 | 3 | -5
O=C(N/N=C/C=C/c1ccccc1)c1cccs1 | 1.6 | -3 | -0.7 | 2.6 | 0 | 1 | -0.2 | -1.2 | 1.0 | 1 | -7
Cc1ccc(NNc2c(C)nc3ccccc3nc2=O)cc1 | -0.1 | 3 | 1.7 | -1.6 | -2 | -3 | · | -1.3 | -0.7 | -6 | -5
Cc1ccc(/C=N/NC(=O)C2(C)CC2(Br)Br)cc1 (centres undefined) | -0.5 | 0 | 1.4 | -0.5 | -3 | 0 | -1.5 | 2.0* | -1.1 | 3 | 3
CC(C)CCn1cnc2c(c1=O)c1nc3ccccc3nc1n2Cc1ccc2c(c1)OCO2 | -0.4 | 3 | -0.1 | -0.5 | -2 | -1 | -0.7 | -1.1 | -0.8 | -2 | -4
COc1cc(OC)c(NS(=O)(=O)c2cc(C(=O)OCC(=O)NCC3CCCO3)ccc2OC)cc1Cl (centres undefined) | -0.1 | -8 | -0.7 | -0.9 | -2 | 2 | 1.3 | -1.2 | -1.5 | -1 | 0
O=C(c1ccc(OCc2cn3ccccc3n2)cc1)N1CCN(S(=O)(=O)c2ccccc2F)CC1 | -3.0 | -9 | 2.2 | -1.2 | -1 | 2 | -0.8 | -1.3 | -0.2 | -9 | 2
CC1(C(=O)Nc2ccc3c(c2)OCCO3)CC1(Cl)Cl (centres undefined) | 0.9 | 1 | 0.5 | -0.6 | 1 | -4 | 2.8 | -0.6 | 2.8 | -9 | -1
COc1cccc(-c2nc3nc(C)cc(C)n3c2NC2CCCC2)c1 | 0.0 | 13 | · | -1.8 | -36 | -19 | · | -0.1 | -1.0 | -66 | -84
Brc1ccc(-c2ncc(-c3ccccc3)cn2)cc1 | 3.4 | 2 | 5.9 | 0.4 | 3 | 1 | 4.2 | -0.8 | 6.8 | 1 | 4
CC(C)c1ccc(-c2noc(C3CCCN(S(C)(=O)=O)C3)n2)cc1 (centres undefined) | -0.4 | 0 | 3.8 | -0.2 | 0 | -2 | -1.0 | 0.0 | 1.4 | 2 | -3
Cc1c(NC(=O)c2ccc3c(c2)OCO3)c(=O)n(-c2ccccc2)n1C | 1.0 | -1 | 1.4 | -0.8 | 2 | 0 | 0.2 | -0.7 | -0.8 | 1 | -3
CC(C)(C)c1ccc2cc(F)cc(F)c2n1 | 0.3 | 8 | · | 0.7 | 1 | -3 | · | -1.2 | -2.5 | 2 | -2
COc1cc([N+](=O)[O-])cc2cc(C(=O)N3CCCC3)c(=O)oc12 | -0.1 | 5 | 0.8 | 2.2 | 1 | 0 | 0.7 | -0.8 | -4.6 | 1 | -4

Limited to HGIII-sPLA2 inh and PLC-gamma1 inh, for five of the compounds above:
canonical_smiles,HGIII-sPLA2 inh,PLC-gamma1 inh
COc1ccc(CCNC(=O)C2CCN(S(=O)(=O)N3CCCCC3)CC2)cc1OC,4,0
CCC(C(=O)OCC(=O)N1CCN(S(=O)(=O)c2ccc(C)cc2C)CC1)c1ccccc1 (centres undefined),-23,1
Cc1ccc(NC(=S)NNC(=O)CSc2nnc(SCc3cccc4ccccc34)s2)cc1,-6,-2
CC(C)(C)c1ccc2cc(F)cc(F)c2n1,8,1
O=C(N/N=C/C=C/c1ccccc1)c1cccs1,-3,0

Taken from the listing (2 entries):
SMILES | DAX1 inh-1 | HGIII-sPLA2 inh | FXN GAA850 act | hcDAF12 agonist | PLC-gamma1 inh | ADAM17 inh | DAX1 inh-2 | ssDAF12 agonist | hgDAF12 agonist | PLC-beta3 inh | ADAM10 inh
COc1ccc(CCNC(=O)C2CCN(S(=O)(=O)N3CCCCC3)CC2)cc1OC | -1.2 | 4 | 1.8 | -2.4 | 0 | -2 | -1.1 | -1.5 | 1.1 | 3 | 0
CCC(C(=O)OCC(=O)N1CCN(S(=O)(=O)c2ccc(C)cc2C)CC1)c1ccccc1 (centres undefined) | -1.2 | -23 | -0.8 | -3.0 | 1 | 5 | -0.2 | -1.9 | -1.6 | 1 | 13

Next compounds.
SMILES | DAX1 inh-1 | HGIII-sPLA2 inh | FXN GAA850 act | hcDAF12 agonist | PLC-gamma1 inh | ADAM17 inh | DAX1 inh-2 | ssDAF12 agonist | hgDAF12 agonist | PLC-beta3 inh | ADAM10 inh
CC(OC(=O)CNC(=O)c1ccccc1F)C(=O)Nc1nc(-c2ccccc2)cs1 (centres undefined) | 1.9 | -10 | 3.3 | 1.9 | 1 | 1 | 2.0 | -0.6 | 6.5 | 5 | 6
CCN(CC)Cc1cc(C(C)=O)ccc1OCC(C)C | 0.3 | 1 | -2.3 | -2.5 | 1 | -4 | 0.5 | 0.3 | -0.8 | 0 | -10
COc1cc(/C=C2/C(=O)NN(c3cccc(C)c3)C2=O)cc([N+](=O)[O-])c1O | 0.3 | -10 | 2.0 | -0.6 | 1 | 6 | 1.6 | 0.0 | 0.1 | 4 | 13
CSc1nc(SC(C)C(=O)O)c2c3c(sc2n1)COC(C)(C)C3 (centres undefined) | -0.6 | 0 | 2.0 | -1.5 | 0 | -20 | -0.1 | -0.9 | 1.1 | -6 | -53
Cn1c(N)c(N=Cc2ccccc2)c(=O)n(C)c1=O | -1.2 | 1 | -1.3 | -0.1 | -4 | -10 | 0.8 | -0.8 | 0.4 | -6 | -36
CCn1nnc(NC(=O)C(C)Oc2ccc(Cl)cc2Cl)n1 (centres undefined) | -0.6 | -1 | 3.0 | -1.9 | 3 | -2 | -1.7 | -1.9 | 0.4 | 4 | -3
CC(C)C(C(=O)Nc1ccncc1)c1ccc(Cl)cc1 (centres undefined) | -1.9 | -9 | 0.5 | 0.0 | -1 | 0 | -1.2 | -0.7 | -0.4 | -5 | -8
Cc1ccc(/C=C/C(=O)N2CCN(c3ccc(F)cc3)CC2)o1 | -0.3 | 5 | 0.5 | -1.5 | -3 | 1 | -0.8 | -1.0 | 1.1 | 2 | -8
COc1ccc(N2CCN(S(=O)(=O)c3ccc(Cl)c(C(F)(F)F)c3)CC2)cc1 | -0.6 | 0 | 1.7 | -0.6 | 5 | -1 | 0.0 | -0.8 | -0.9 | 6 | 1
CCOC(=O)C1CN(c2cc3c(cc2F)c(=O)c(C(=O)O)cn3CC)OC1C(=O)OCC (centres undefined) | -0.5 | 3 | 1.7 | 0.5 | -7 | -5 | 0.8 | -1.4 | -0.1 | -5 | -15
COc1ccc(NS(=O)(=O)c2ccc(NC(=S)NC(=O)c3ccc(Br)cc3)cc2)nn1 | 1.1 | 0 | 0.1 | -0.4 | 3 | 0 | 2.3 | -1.2 | 0.9 | 0 | -2
COc1ccccc1C(=O)N/C(=C\c1cn(S(=O)(=O)N(C)C)c2ccccc12)C(=O)N1CCN(C)CC1 | -0.3 | -6 | -0.1 | 2.7 | -9 | 5 | 0.4 | -0.8 | -1.2 | -15 | 8
O=C(Cn1cc(COc2ccccc2C(F)(F)F)nn1)c1ccc(O)cc1 | 2.8 | -43 | 0.9 | 0.8 | -2 | -2 | -0.8 | -1.1 | -1.4 | -7 | -14
CCOC(=O)C1CCCN(C2CC(=O)N(c3ccc(NC(C)=O)cc3)C2=O)C1 (centres undefined) | -0.1 | 9 | -2.1 | 0.0 | 1 | -3 | 3.2 | -0.9 | 0.2 | 3 | -12
Cc1cnc(NC(=O)CSc2ncc(-c3ccccc3)n2Cc2ccco2)s1 | -0.8 | -10 | -5.4 | -0.9 | 1 | 2 | 0.0 | -1.5 | -1.9 | 1 | 10
CC(=O)NS(=O)(=O)c1ccc(NC(=S)Nc2ccccc2)cc1 | 0.6 | 2 | -0.4 | -0.7 | 6 | -1 | 0.3 | -1.4 | 0.3 | 6 | 1
O=S(=O)(NCCSCc1ccc(Cl)c(Cl)c1)c1ccc2c(c1)OCCO2 | 0.2 | -36 | 1.6 | -1.6 | -4 | 4 | 0.3 | -1.2 | -1.6 | -3 | 13
O=C(NCc1ccccn1)c1ccc(Cn2c(=S)[nH]c3ccccc3c2=O)cc1 | -1.1 | 5 | 1.3 | -1.5 | 2 | -2 | -0.6 | -1.1 | 1.3 | -6 | -4
CC1CC(=O)N(CC(=O)NCc2ccc(F)cc2)c2ccccc2S1(=O)=O (centres undefined) | 1.2 | 3 | -1.1 | 0.6 | 0 | -3 | 1.1 | -1.5 | 0.5 | -8 | -10
CC1CCC(NC(=O)c2cnccn2)CC1 (centres undefined) | 0.5 | -5 | 1.6 | 0.8 | 3 | 12* | 0.3 | -0.8 | 1.7 | 5 | 3
CCNC(=O)COC(=O)CCNC(=O)c1ccc(Cl)cc1 | 0.8 | -2 | 0.6 | -1.0 | 2 | -1 | 2.6 | -1.1 | -2.1 | -5 | -4
COc1ccc(/C=C(/NC(=O)c2ccccc2)C(=O)N/N=C/c2ccc3c(c2)OCO3)cc1OC | -0.1 | 0 | 1.7 | -0.9 | -56 | -5 | -0.6 | -1.8 | 3.3 | -83 | -11
CCCn1nc(NC(=O)c2ccncc2)c2cc3ccccc3nc21 | -1.7 | 3 | -1.2 | -1.7 | -25 | -6 | -0.8 | -0.9 | -0.1 | -31 | -4
Cc1cc(C)c(NC(=O)CCn2nnc3ccccc32)c(C)c1 | 0.4 | 0 | 2.9 | -2.3 | 1 | -3 | · | -1.3 | -0.6 | 1 | 3
O=C(O)/C(=C\c1ccc(Cl)c([N+](=O)[O-])c1)c1ccc(S(=O)(=O)N2CCCCC2)s1 | -0.1 | -8 | 0.4 | -1.0 | -6 | 1 | -2.8 | -1.0 | -1.0 | -9 | 4
